IP6K1 inh = blocks human inositol hexakisphosphate kinase 1. activity change, % (series mostly up to about 58 µM). 140,000 tested, 0.81% active. AID 1645851. Q92551. IP6K1 kinase, ADP-Glo luminescence, 2 h; active compounds read low; in the data active means activity change below about -25%
Target sequence (Q92551 whole entry, looked up): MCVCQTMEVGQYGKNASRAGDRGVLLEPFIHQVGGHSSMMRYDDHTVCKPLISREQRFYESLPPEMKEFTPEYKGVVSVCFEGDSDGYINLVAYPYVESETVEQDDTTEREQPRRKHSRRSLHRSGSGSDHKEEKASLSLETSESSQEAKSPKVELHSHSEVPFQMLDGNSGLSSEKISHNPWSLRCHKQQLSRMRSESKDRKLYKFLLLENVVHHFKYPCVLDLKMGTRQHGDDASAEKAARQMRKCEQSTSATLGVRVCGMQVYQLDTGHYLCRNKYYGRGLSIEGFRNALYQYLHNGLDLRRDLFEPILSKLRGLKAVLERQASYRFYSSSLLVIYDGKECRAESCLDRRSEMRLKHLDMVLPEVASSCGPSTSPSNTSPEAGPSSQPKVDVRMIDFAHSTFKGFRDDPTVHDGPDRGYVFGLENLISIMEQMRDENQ
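ADP-Glo luminescence measures ADP made by human IP6K1 during a 2 h RT reaction with ATP/IP6 (mix at 1.3 mM/130 uM); top library doses 57.5 and 19.1 uM final.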
GPT2 inhibitor = inhibitors of human GPT2 alanine aminotransferase; Q8TD30; 100,000 tested, 0.25% active; Potency, µM (series often up to 57.7 µM), without a hit: at the top dose activity change, negative = inhibition, most hits filed as inhibitors; Recombinant GPT2, coupled pyruvate oxidase/HRP Amplex Red fluorescence; further: potency means the concentration at half of the fitted maximal effect; nearly all actives have a fitted effect of over 60% in size; many of its hits are not listed in these tables
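Inhibition is scored from Amplex Red fluorescence generated when pyruvate oxidase and HRP act on pyruvate released by GPT2. Reactions contain 10ng/uL enzyme, 250uM a-KG and 2mM L-alanine and run 30 min at room temperature.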
FLuc inh = inhibitors of firefly (Photinus pyralis) luciferase; P08659; purified P. pyralis luciferase, luminescence, biochemical; Potency, µM (series often up to 115 µM), for inactives: at the top dose activity change, negative = inhibition, usual class: inhibitors; 76,000 tested, 2.5% active; AID 1347043; further: potency means the concentration at half of the fitted maximal effect; nearly all actives have a fitted effect of over 65% in size
Target sequence (P08659 whole entry, looked up): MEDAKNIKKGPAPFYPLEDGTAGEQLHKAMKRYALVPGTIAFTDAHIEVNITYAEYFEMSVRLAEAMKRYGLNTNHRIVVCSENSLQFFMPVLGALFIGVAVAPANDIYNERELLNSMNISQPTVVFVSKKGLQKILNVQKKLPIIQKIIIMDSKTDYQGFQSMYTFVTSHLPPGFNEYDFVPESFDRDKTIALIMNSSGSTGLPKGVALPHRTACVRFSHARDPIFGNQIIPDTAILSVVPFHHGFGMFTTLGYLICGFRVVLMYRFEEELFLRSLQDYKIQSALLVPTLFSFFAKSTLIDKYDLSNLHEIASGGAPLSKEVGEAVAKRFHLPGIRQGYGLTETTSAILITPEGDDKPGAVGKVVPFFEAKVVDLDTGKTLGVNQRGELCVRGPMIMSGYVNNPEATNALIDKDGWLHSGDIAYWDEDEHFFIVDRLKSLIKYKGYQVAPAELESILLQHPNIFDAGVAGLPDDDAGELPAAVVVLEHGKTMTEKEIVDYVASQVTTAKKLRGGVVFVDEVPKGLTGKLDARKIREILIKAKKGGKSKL
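Cell-free enzyme assay, 10nM P. pyralis luciferase, luciferin and ATP each at 10uM. Inhibition profiled over a 6-point titration, read as luminescence.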
NIH3T3 tox = kills NIH 3T3 cells; AID 1345082; 94,000 tested, 4.3% active; Potency, µM (titrated, usually from 96.7 µM), for the others: at the highest dose activity change, negative = cytotoxicity, actives largely listed as inhibitors; NIH 3T3 viability, CellTiter-Glo ATP luminescence, 48-72 h; further: potency means the concentration at half of the fitted maximal effect; nearly all actives have a fitted effect of over 55% in size
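ATP-dependent luminescence (CellTiter-Glo) served as the viability signal for NIH 3T3 cells treated with compound for 48 or 72 hr at 37 °C.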
HEK293 viab = counter-screen for SNCA expression inhibitors: cell viability; HEK-293-SNCA-luc viability, GF-AFC fluorescence, 24 h; Potency, µM (highest dose often 57.1 µM), for inactives: top-dose activity change, negative = cytotoxicity, hits mostly cytotoxic; 150,000 tested, 0.12% active;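 further: potency means the concentration at half of the fitted maximal effect; 0% = DMSO-treated cells and -100% = medium-only wells without cells; nearly all actives have a fitted effect of over 30% in size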
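HEK-293-SNCA-luc cells (1500/well) plated 24 h, then exposed 24 h to a dilution series; GF-AFC added 30 min at 37C, fluorescence 405/540 nm; normalised to medium-only and DMSO wells, Hill fit.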
HEK cytotox = cytotoxic compounds in HEK 293 cells; HEK 293 viability, ATP luminescence (CellTiter-Glo), 48-72 h; Potency, µM (titrated, usually from 115 µM), for inactives: at the highest dose activity change, negative = cytotoxicity, usual class: inhibitors; 94,000 tested, 6.6% active; further: potency means the concentration at half of the fitted maximal effect; nearly all actives have a fitted effect of over 60% in size
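HEK 293 cells at 250 cells/well were exposed to compounds by pintool transfer for 48 or 72 hr at 37 degree Celsius, 5% CO2. Viability was read as ATP-coupled luminescence with CellTiter-Glo after 10 min at room temperature.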
SNCA expr inhib = SNCA gene expression inhibition. HEK-293 SNCA-luciferase knock-in, luminescence, 24 h. 140,000 tested, 0.17% active. Potency, µM (series often up to 57.2 µM), inactives show top-dose activity change, negative = inhibition, usual class: inhibitors;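 further: potency means the concentration at half of the fitted maximal effect; plate controls were DMSO cells for no effect and cell-free wells for full effect; nearly all actives have a fitted effect of over 45% in size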
Numbers without * were called inactive; i = inactive; ? = inconclusive; . = no result given; [ ] = remark or other dose. Unless noted, the call rests on the fitted dose curve; in most records, active means well fitted curve in the direction sought with a large enough effect; inconclusive means small, poorly fitted or top-dose-only effect, or another doubt; inactive means no such curve, though single readings can be large; an effect the other way counts as inactive or inconclusive. Unless noted, on the % scale 0 is the no-effect control and ±100 the full control effect. Compounds as they come (roughly 7.8% active in at least one column).

smiles	IP6K1 inh	GPT2 inhibitor	FLuc inh	NIH3T3 tox	HEK293 viab	HEK cytotox	SNCA expr inhib
CCCCC1CCC(C(=O)N2CC(=O)Nc3ccc(F)cc3C2c2ccc(F)cc2)CC1 (configuration not stated)	5.3	.	.	.	-29.7%	.	?
CCC(C(=O)N1CCCn2nc(C(=O)Nc3ccccc3)cc2C1)n1cccn1 (configuration not stated)	-13.0	-1.9%[11.5 µM]	-5.4%	-14.8%	5.1%	-11.4%	34.9%[activator]
Cc1ccc(N2CC(C)Cn3c2nc2c3c(=O)n(CC(=O)O)c(=O)n2C)cc1 (configuration not stated)	16.4	.	.	.	-13.4%	.	6.5%
O=c1[nH]c(SCc2ccccc2)nc2c1CCCC2	-17.7	.	.	.	5.2%	.	28.0%
COc1ccc(-c2nc(C(C)C)nc3c2CCN(C(=O)C(C)(C)C)CC3)cc1	8.0	?	-8.8%	-32.6%	-25.0%	?	7.5%
O=C1c2c(nc(CNc3ccc(F)cc3)n2Cc2ccccc2)NCCN1Cc1ccccc1	-4.0	-5.9%	7.7%	?	-22.3%	?	?
O=C(CCC1N=C2c3ccccc3N=C(SCc3ccc(F)cc3)N2C1=O)NCCc1ccccc1 (configuration not stated)	-3.2	.	.	.	11.7%	.	?
CCN1c2cc(C(=O)Nc3ccc4c(c3)CCC4)ccc2C(=O)N2CCCCC21 (configuration not stated)	2.6	i	?	12.6µM*	-6.8%[12.5 µM]	22.4µM*	-12.8%
COCCNC(=O)c1ccc(-c2ccc(N3CCCCC3)nc2)cc1	13.2	-3.1%	?	-12.0%	8.8%	?	79.0%[activator]
O=C(Cc1ccccc1F)Nc1ccc2c(c1)CN(C(=O)[C@H]1CCCN1)CC2	6.8	3.2%	-3.6%	-22.0%	2.4%	-3.6%	-23.3%
CCOc1ccc(NC(=O)CC2CCCN(c3cnn(CCOC)c(=O)c3)C2)cc1 (configuration not stated)	12.7	-8.9%	-5.2%	?	-6.6%	10.3%	?
Cc1cc(C)n(-c2nc3ccccc3nc2Nc2cccc(C(F)(F)F)c2)n1	2.1	.	.	.	12.9%	.	61.8%[activator]

As a short view, 10 of the compounds above:
smiles	IP6K1 inh	GPT2 inhibitor	FLuc inh	NIH3T3 tox	HEK293 viab	HEK cytotox	SNCA expr inhib
Cc1ccc(N2CC(C)Cn3c2nc2c3c(=O)n(CC(=O)O)c(=O)n2C)cc1 (configuration not stated)	16.4	.	.	.	-13.4%	.	6.5%
O=c1[nH]c(SCc2ccccc2)nc2c1CCCC2	-17.7	.	.	.	5.2%	.	28.0%
COc1ccc(-c2nc(C(C)C)nc3c2CCN(C(=O)C(C)(C)C)CC3)cc1	8.0	?	-8.8%	-32.6%	-25.0%	?	7.5%
O=C1c2c(nc(CNc3ccc(F)cc3)n2Cc2ccccc2)NCCN1Cc1ccccc1	-4.0	-5.9%	7.7%	?	-22.3%	?	?
O=C(CCC1N=C2c3ccccc3N=C(SCc3ccc(F)cc3)N2C1=O)NCCc1ccccc1 (configuration not stated)	-3.2	.	.	.	11.7%	.	?
CCN1c2cc(C(=O)Nc3ccc4c(c3)CCC4)ccc2C(=O)N2CCCCC21 (configuration not stated)	2.6	i	?	12.6µM*	-6.8%[12.5 µM]	22.4µM*	-12.8%
COCCNC(=O)c1ccc(-c2ccc(N3CCCCC3)nc2)cc1	13.2	-3.1%	?	-12.0%	8.8%	?	79.0%[activator]
O=C(Cc1ccccc1F)Nc1ccc2c(c1)CN(C(=O)[C@H]1CCCN1)CC2	6.8	3.2%	-3.6%	-22.0%	2.4%	-3.6%	-23.3%
CCOc1ccc(NC(=O)CC2CCCN(c3cnn(CCOC)c(=O)c3)C2)cc1 (configuration not stated)	12.7	-8.9%	-5.2%	?	-6.6%	10.3%	?
Cc1cc(C)n(-c2nc3ccccc3nc2Nc2cccc(C(F)(F)F)c2)n1	2.1	.	.	.	12.9%	.	61.8%[activator]

Next section
smiles	IP6K1 inh	GPT2 inhibitor	FLuc inh	NIH3T3 tox	HEK293 viab	HEK cytotox	SNCA expr inhib
Cc1noc2c(NC3CCN(C)CC3)cc(-c3ccc(Cl)cc3)nc12	1.6	-8.9%[88.5 µM]	2.6%[172 µM]	10µM*	-20.7%[87.6 µM]	35.5µM*	17.6%[87.6 µM]
O=C(O)COc1ccc(-c2nccc3c2C(=O)N(Cc2ccccc2)CC(COc2ccc(Cl)cc2)O3)cc1 (configuration not stated)	-11.2	-14.1%	50.1µM*	?	7.9%	0.4%	-8.3%
Cc1ccc(CCNC(=O)c2cc3c(N4CCSCC4)nc(C)cn3n2)cc1	-15.0	i	0.6%	?	0.5%	?	3.8%
CC(C)CCN1CC[C@H](c2nnc(-c3cccnc3)o2)C1	9.1	-17.2%[88.5 µM]	-10.2%[230 µM]	0.6%[230 µM]	-2.4%[87.6 µM]	i	-25.8%[87.6 µM]
CCN(CC)C(=O)N1C[C@@H](Oc2cccnc2)C[C@H]1C(=O)N1CCOCC1	0.0	i	-3.6%	-12.4%	3.5%	i	29.9%
COc1cccc(NC(=O)CC2CCCN(c3cn[nH]c(=O)c3)C2)c1 (configuration not stated)	2.0	-0.6%	-12.0%	1.4%	2.6%	-0.3%	7.6%
CN1CC(=O)N(C2CCNC2)Cc2c1ncnc2N1CCC(N2CCCCC2)CC1 (configuration not stated)	-7.4	-18.3%	.	i	-8.0%	i	3.7%
CCc1ccc2oc(-c3cc(NC(=O)C(C)C)cc(C)c3O)nc2c1	-0.1	.	.	.	-20.9%	.	-0.1%
CCN(CC)c1cc(C)c2cc(NC(=O)/C=C/c3cc(OC)c(OC)c(OC)c3)ccc2n1	-0.7	.	.	.	?	.	?
Cc1ccc(C(=O)N2C[C@@H](Oc3ccccc3)C[C@H]2C(=O)NC2CC2)s1	13.5	3.3%	-13.6%	-23.6%	-19.0%	?	4.1%
O=C1CCN(S(=O)(=O)c2ccccc2)CCCN(C(=O)c2ccco2)CCN1	4.3	i	-2.2%	-3.0%	-1.3%	4.3%	?
O=S(=O)(c1ccc(Cl)cc1)c1nnn2c1nc(NCc1ccc(F)cc1)c1ccccc12	0.8	-5.4%	.	31.6µM*	-13.8%	?	29.2%

Next part
smiles	IP6K1 inh	GPT2 inhibitor	FLuc inh	NIH3T3 tox	HEK293 viab	HEK cytotox	SNCA expr inhib
CCOc1ccc(CCNC(=O)C2CCN(C(=O)N3CC(CC)Oc4ccc(C)cc43)CC2)cc1 (configuration not stated)	14.2	.	.	.	-28.0%	.	?
CCc1ccccc1NC(=O)CN(c1ccc(OC)cc1)S(=O)(=O)c1c(C)n[nH]c1C	-3.2	.	.	.	2.1%	.	-12.5%
CCCN(CC1CCOC1)C(=O)c1ccc(C(F)(F)F)cc1 (configuration not stated)	12.4	i	5.8%	-4.2%	-3.7%	-2.0%	10.0%
Cc1cc2c(c(=O)n(-c3ccccc3)c(=O)n2CC(=O)Nc2cccc(F)c2)n1C	1.8	i	-1.8%	?	?	?	-18.4%
O=Cc1cccc(N2CCN(C(=O)N3CCCCC3)CC2=O)c1	3.4	3.4%	.	-9.1%	-13.1%	1.3%	18.8%
CC1CCN(S(=O)(=O)c2cn(CC(=O)Nc3ccc(F)cc3)c(=O)c3ccccc23)CC1	0.1	.	.	.	-10.8%	.	59.2%[activator]
CN(CC(O)CO)c1ncc(C(C)(C)C(=O)O)c(N2CCOCC2)n1 (configuration not stated)	-5.3	?	3.5%	i	-0.5%	4.3%	-20.4%
Cc1nc(-c2cccc(Cl)c2)n(CC(=O)Nc2ccc3c(c2)OCO3)c(=O)c1CCO	-6.0	i	-4.4%	?	-28.2%	39.8µM*	-20.0%
Cc1noc(C)c1-c1cc2c(c(-c3cccc(CO)c3)c1)C(=O)N(C)C2	15.5	-7.3%[88.5 µM]	-17.0%[172 µM]	?	-12.0%[87.6 µM]	?	64.2%[activator][87.6 µM]
Cc1ccc(-c2nc(CS(=O)(=O)CC(=O)NCc3ccc(Cl)cc3)c(C)o2)cc1	10.7	.	.	.	0.5%	.	-7.2%
C[C@@H](NC(=O)c1cccn1C)c1c(-c2ccc(F)cc2)noc1C(=O)O	-2.0	-1.5%[88.5 µM]	-13.1%[172 µM]	-10.1%[138 µM]	8.2%[87.6 µM]	-8.6%[172 µM]	-29.4%[87.6 µM]
Cc1nccn1CC(=O)N1C[C@@H](COCC2CC2)[C@H](c2ccccn2)C1	5.3	-4.6%	4.9%	-2.4%	-3.1%	-8.8%	-14.6%

Remaining list, next part
smiles	IP6K1 inh	GPT2 inhibitor	FLuc inh	NIH3T3 tox	HEK293 viab	HEK cytotox	SNCA expr inhib
O=C(NCc1cccs1)c1cn2cc(-c3cccc(C(F)(F)F)c3)sc2n1	8.3	-4.0%	.	-20.3%	-4.9%	?	-9.5%
CC(Nc1ccc(-c2nc(-c3ccco3)no2)cc1[N+](=O)[O-])c1ccccc1 (configuration not stated)	1.3	.	.	.	3.0%	.	29.3%
COc1ccc(CNC(=O)c2cc(-c3ccc(F)cc3)nc3c2cnn3C)cc1	-11.4	.	.	39.8µM*	.	44.7µM*	.
COc1ccc(CNC(=O)CN2C(=O)COc3ccc(S(=O)(=O)N4CCC(C)CC4)cc32)cc1	6.7	.	.	.	-19.9%	.	7.6%
Cc1cccc(CC(=O)N2CC(=O)Nc3ccc(C)cc3C2c2ccc(F)cc2)c1 (configuration not stated)	-13.3	.	.	.	-26.2%	.	?
CC1(C(=O)O)CCN(C(=O)c2ccc(C(F)(F)F)cc2)CC1	-4.3	3.6%	.	-26.2%	7.2%	-20.4%	-10.9%
O=C(c1ccccc1)N1CCN2C(=O)N(Cc3ccccc3)C(=O)[C@H]2C1	-1.4	-17.1%[88.5 µM]	1.9%[172 µM]	-23.9%[174 µM]	0.2%[87.6 µM]	0.1%[172 µM]	8.0%[87.6 µM]
CC1CCN(C(=O)CN2c3ccc(C(C)C)cc3-c3ccccc3S2(=O)=O)CC1	-10.5	.	.	.	?	.	120.7%[activator]
CO[C@H]1CN(C2CCN(C(=O)C3CCN(C(C)=O)CC3)CC2)[C@H]1c1ccncc1	29.4	?	.	-26.3%	6.7%	-17.7%	-0.2%
O=C1N[C@@H]2CCN(S(=O)(=O)c3ccc(Cl)cc3)[C@@H]2C(=O)N1c1ccccc1	9.6	1.7%[88.5 µM]	-5.5%[172 µM]	3.3%[174 µM]	2.6%[87.6 µM]	-9.4%[172 µM]	-0.9%[87.6 µM]
CCc1nn2c(=O)cc(COC(=O)c3ccc(NC(=O)COc4ccc(C)cc4)cc3)nc2s1	-20.5	.	.	.	2.8%	.	-5.1%
O=C1OCCN1CCNc1ccc(-c2nc(-c3ccccc3F)no2)cn1	9.8	-0.9%	5.62µM*	?	-13.9%	44.7µM*	-10.7%
